Screening data (PubChem BioAssay)
mIAP activ: activators of mouse IAP, primary screen, biochemical, luminescence, uHTS. intestinal alkaline phosphatase [Mus musculus]. muIAP, CDP-Star luminescence, 30 min; hits give high values; 1 = vehicle-only enzyme signal, 0 = enzyme-free wells. activation factor at 10 µM. 0.24% of 330,000 active;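 active = activation factor of at least 2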; note: the source names both 10 and 20 µM as test concentration; values of inactives mirror those of a sister screen read the other way
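Assay system: mouse IAP enzyme; Reagent: CDP-Star chemiluminescent phosphatase substrate; Compound: DMSO-dissolved test compounds; Incubation: 30 min, room temperature; Technique: luminescence from enzymatic CDP-Star hydrolysis; Controls: DMSO-only wells and no-enzyme negative control.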
ATG4B inh: ATG4B protease inhibitors, primary screen, biochemical, fluorescence, uHTS; Cysteine protease ATG4B (Homo sapiens), Q9Y4P1; ATG4B cleavage of LC3-PLA2, NBD-HPC fluorescence, 1 h; inhibition, % at 8.33 µM; 0.51% of 340,000 active; in the data active = inhibition above about 40%
hIAP act: human IAP activators, primary screen, biochemical, luminescence, uHTS; 0.16% of 330,000 active; purified human IAP, CDP-Star luminescence, 30 min; hits give high values; 1 = vehicle-only enzyme, 0 = enzyme-free background; activation factor at 10 µM;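 active = activation factor of the enzyme at least 2-fold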; note: the source names both 10 and 20 µM as test concentration; values of inactives mirror those of a sister screen read the other way
TIM10 inh: growth inhibitors of isogenic TIM10 control yeast, primary screen, counter-screen for tim10-1 yeast inhibitor project, luminescence, uHTS; inhibition, % at 10 µM; S. cerevisiae TIM10 strain growth, BacTiter-Glo luminescence, 24 h; 1.4% of 330,000 active; AID 463195, 2010;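 active = inhibition of 40% or more at the single tested concentration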;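 note: wild-type TIM10 isogenic control strain grown at permissive 25 °C; 0% = DMSO yeast wells and 100% = minimal medium wells without yeast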
Apaf-1 inh: inhibitors of human Apaf-1 apoptosome, primary screen, biochemical, DEVD-Rh110 fluorescence, uHTS. Apoptotic protease-activating factor 1 (Homo sapiens), O14727. reconstituted apoptosome caspase-3 activity. 0.71% of 330,000 active. AID 489030, 2010. inhibition, % at 20 µM; active = inhibition of at least 40% at 20 µM;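 note: plate controls were DMSO wells for no effect and DEVD-CHO caspase inhibitor wells for full effect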
Target sequence (O14727 whole entry, looked up): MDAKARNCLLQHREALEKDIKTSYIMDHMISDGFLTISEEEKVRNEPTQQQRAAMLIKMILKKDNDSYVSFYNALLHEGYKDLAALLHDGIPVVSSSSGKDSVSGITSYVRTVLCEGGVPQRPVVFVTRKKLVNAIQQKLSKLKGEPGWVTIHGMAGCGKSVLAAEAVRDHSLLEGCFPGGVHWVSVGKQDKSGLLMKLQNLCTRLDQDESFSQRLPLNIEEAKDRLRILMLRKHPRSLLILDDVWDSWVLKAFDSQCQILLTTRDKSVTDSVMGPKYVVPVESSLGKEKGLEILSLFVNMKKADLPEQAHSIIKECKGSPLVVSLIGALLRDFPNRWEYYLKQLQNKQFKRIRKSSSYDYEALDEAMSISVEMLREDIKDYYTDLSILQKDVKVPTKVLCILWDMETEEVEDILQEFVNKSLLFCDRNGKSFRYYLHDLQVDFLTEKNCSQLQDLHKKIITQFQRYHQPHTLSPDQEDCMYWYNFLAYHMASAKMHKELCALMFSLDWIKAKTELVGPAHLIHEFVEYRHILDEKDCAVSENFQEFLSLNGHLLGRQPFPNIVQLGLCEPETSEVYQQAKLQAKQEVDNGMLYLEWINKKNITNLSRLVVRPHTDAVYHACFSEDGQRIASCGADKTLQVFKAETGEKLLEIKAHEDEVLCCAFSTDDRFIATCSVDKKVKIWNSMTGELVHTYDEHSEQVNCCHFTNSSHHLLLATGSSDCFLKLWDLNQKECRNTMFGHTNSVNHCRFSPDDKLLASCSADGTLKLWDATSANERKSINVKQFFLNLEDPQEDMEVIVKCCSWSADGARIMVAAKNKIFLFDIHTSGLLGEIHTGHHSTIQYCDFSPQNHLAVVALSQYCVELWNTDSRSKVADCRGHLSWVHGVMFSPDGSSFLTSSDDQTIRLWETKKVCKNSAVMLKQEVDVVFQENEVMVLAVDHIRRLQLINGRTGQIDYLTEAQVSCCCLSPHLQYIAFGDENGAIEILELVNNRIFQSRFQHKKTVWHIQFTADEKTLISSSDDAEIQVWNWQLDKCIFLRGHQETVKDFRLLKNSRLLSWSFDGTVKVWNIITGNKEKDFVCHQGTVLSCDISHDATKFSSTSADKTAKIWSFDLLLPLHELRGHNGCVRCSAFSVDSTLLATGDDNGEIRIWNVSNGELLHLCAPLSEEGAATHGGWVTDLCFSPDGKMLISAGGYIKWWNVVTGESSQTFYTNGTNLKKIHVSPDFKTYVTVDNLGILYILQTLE
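Material: cell-free apoptosome with Apaf-1, procaspase-3 and caspase-9; Buffer or medium: Hepes pH 7.5 with detergent and BSA; Reagent: cytochrome c trigger plus (Z-DEVD)2-Rh110 caspase-3 substrate; Times: compound with Apaf-1, dATP, procaspase-3 30 min, then 50 min reaction, room temperature; Technique: Rh110 fluorescence intensity.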
tim10-1 inh: growth inhibitors of tim10-1 mutant yeast, primary screen, luminescence, uHTS; S. cerevisiae tim10-1 ts strain growth, BacTiter-Glo, 24 h; inhibition, % at 20 µM; 2.2% of 330,000 active; AID 463190, 2010;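 active = inhibition of at least 40%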;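 note: mutant grown at 25 °C; 0% = DMSO wells with yeast and 100% = wells holding no yeast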
mIAP inh: inhibitors of mouse IAP, primary screen, biochemical, luminescence, uHTS; intestinal alkaline phosphatase [Mus musculus]; inhibition, % at 10 µM; purified mouse IAP, CDP-Star luminescence, 30 min; 0.2% of 330,000 active;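 active = inhibition of at least 40% at 10 µM in the primary screen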;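 note: plate controls were DMSO with enzyme for no effect and no enzyme wells for full effect; values of inactives mirror those of a sister screen read the other way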
hIAP block: human IAP inhibitors, primary screen, biochemical, luminescence, uHTS; Intestinal-type alkaline phosphatase (Homo sapiens), P09923; purified IAP, CDP-Star luminescence, 30 min; inhibition, % at 10 µM; 0.12% of 330,000 active; AID 2544, 2010;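 active = inhibition reaching a set limit with compound at 10 µM in the primary screen, cut at about 35% in these data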;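 note: plate controls were DMSO wells with enzyme for no effect and no-enzyme buffer wells for full effect; values of inactives mirror those of a sister screen read the other way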
NLRP3 yeast inh: NALP3 inflammasome inhibitors in reconstituted yeast, primary screen, luminescence, uHTS; Yeast reconstituted NLRP3/ASC/caspase-1, beta-gal luminescence, 24 h; inhibition, % at 10 µM; 0.39% of 330,000 active;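 active = inhibition of 50% or more; inactive = inhibition below 50%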;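 note: plate controls were induced DMSO wells for no effect and uninduced yeast grown without galactose for full effect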
* hit, by the source's call.

SMILES | mIAP activ | ATG4B inh | hIAP act | TIM10 inh | Apaf-1 inh | tim10-1 inh | mIAP inh | hIAP block | NLRP3 yeast inh
CCOc1ccc(C(=O)NNC(=O)CN2C(=O)NC3(CCCC3)C2=O)cc1 | 0.91 | -3 | 0.95 | 7 | -1 | -7 | 9 | 5 | -1
Cc1ccc(S(=O)(=O)/N=C(\CN2CCOCC2)N2CCOCC2)cc1 | 0.97 | 3 | 0.84 | -8 | -9 | 8 | 3 | 16 | 12
C=CCN1c2ccccc2[C@]23C[C@@H](C(=O)OC)N(C(=O)OCC)C2=NC(C(=O)OC)=C(C(=O)OC)[C@H]13 | 0.98 | -4 | 0.97 | 3 | -3 | -11 | 2 | 2 | 17
COc1ccc(-c2noc(CCC(=O)NCC3CCN(Cc4cccc(C)c4)CC3)n2)cc1 | 1.1 | -7 | 1 | 11 | 6 | 1 | -7 | -1 | 15
Cc1[nH]c2ccccc2c1-c1csc(N)n1 | 1 | -1 | 1 | -4 | -13 | 5 | 0 | -4 | 6
CCN(CC)C(=O)c1sc(NC(=O)C(Sc2ccccc2)c2ccccc2)c(C(=O)OC(C)C)c1C (centres undefined) | 1 | 1 | 1.1 | 3 | 17 | 14 | -2 | -15 | 15
O=C(NC1CC1)C1=C[C@H](c2coc3ccccc3c2=O)C[C@H](OCCCCO)O1 | 1 | -7 | 0.96 | -2 | 7 | 1 | -3 | 4 | 6
CC(Oc1ccc(Br)cc1)C(=O)NCC(C)(C)N1CCOCC1 (centres undefined) | 1 | -10 | 1.1 | -5 | 47* | 10 | -2 | -8 | 31
CC(C)(CNc1ccc([N+](=O)[O-])cc1Cl)CNS(C)(=O)=O | 0.81 | -4 | 0.85 | 2 | 9 | 14 | 19 | 15 | 13
CN1C(=O)C(C)(C)c2cc(S(=O)(=O)N3CCC(C(=O)NCc4ccccc4Cl)CC3)ccc21 | 1.2 | 0 | 1.2 | 2 | 1 | 2 | -18 | -22 | 6
Cc1ccc(S(=O)(=O)N2CCCCC2)cc1NC(=O)c1cnccn1 | 0.98 | -11 | 1.1 | 0 | -3 | 6 | 2 | -10 | 31
CCCOc1ccc(CC(=O)NNC(=S)Nc2ccccc2)cc1Br | 0.97 | -7 | 1 | 46* | 25 | 31 | 3 | 0 | 20
Cc1ccc(C(=O)NC(C)c2ccccc2)o1 (centres undefined) | 0.97 | -4 | 1.1 | 4 | -1 | -4 | 3 | -7 | 13
CCOC(=O)COc1ccc2c3c(c(=O)oc2c1C)CCC3 | 0.98 | -3 | 0.94 | 40 | 13 | 19 | 2 | 6 | 1
c1csc(-c2nnsc2-c2nc3ccccc3[nH]2)c1 | 0.86 | -19 | 1 | 23 | -6 | 25 | 14 | -4 | 10
COc1ccc(CCC(=O)Nc2nnc(C)s2)cc1 | 1.1 | -7 | 0.99 | -2 | -4 | -14 | -7 | 0 | 11
Cc1cc(=O)oc2cc(Oc3ncccn3)ccc12 | 1.1 | -9 | 0.88 | -9 | -5 | 16 | -12 | 12 | 12
CC1CCN(c2nc(-c3ccccc3)c(C#N)c(=O)[nH]2)CC1 | 0.97 | -3 | 0.93 | -3 | 19 | 7 | 3 | 7 | 10
CC1CC(C)CN(S(=O)(=O)c2ccc(C(=O)NCCCn3ccnc3)cc2)C1 (centres undefined) | 1.1 | -5 | 1 | 2 | -5 | 6 | -6 | -1 | 23
COc1ccc(C(=O)Nc2nnc(CCS(=O)(=O)c3ccc(C)cc3)s2)cc1 | 0.98 | -12 | 1 | 7 | 2 | -8 | 2 | -3 | 18
O=C(c1ccc2c(Cl)c3c(nc2c1)CCCC3)N1CCN(c2ccc(F)cc2)CC1 | 0.9 | 8 | 1 | 35 | 35 | 33 | 10 | -3 | 26
C=CCN(CC=C)C(=O)Cn1cnc([N+](=O)[O-])n1 | 0.94 | 6 | 0.91 | -6 | 0 | -5 | 6 | 9 | -4
Cc1cc(C)c2c(-n3cccc3)n[nH]c2n1 | 0.98 | -5 | 1.1 | -10 | -1 | -9 | 2 | -9 | 13
CCN1CCc2nc3sc(C(=O)N4CCc5ccccc5C4)c(N)c3cc2C1 | 1.1 | 6 | 0.83 | -29 | 39 | -16 | -6 | 17 | 17
COc1ccc(C(=O)N2CCN(c3cnn(-c4ccccc4)c(=O)c3Cl)CC2)cc1 | 1 | 1 | 1 | -12 | -5 | 3 | -4 | -3 | 8
CC(=O)Nc1ccc(N/C=C/C(=O)c2ccc(Cl)cc2)cc1 | 0.96 | -1 | 1.1 | 1 | 14 | 11 | 4 | -12 | 13
CCCCNc1nc2ccccc2n1CC(=O)Nc1c(C)cccc1CC | 1.1 | 8 | 0.92 | -1 | 5 | 12 | -7 | 8 | 12
CCCCNC(=S)NNC(=O)c1c(Cl)c(C)nn1C | 0.92 | 0 | 1.3 | 17 | -5 | 1 | 8 | -30 | 28
C/C(=N\N=C\c1cccc(F)c1)c1nnn(-c2nonc2N)c1C | 0.96 | 2 | 0.87 | -1 | -8 | 0 | 4 | 13 | 1
CCC(C)Cn1c(C(C)C)nc2ccccc21 (centres undefined) | 1 | -1 | 0.91 | 4 | 9 | 19 | -4 | 9 | 4
O=C(NCC1(c2ccccc2)CCCC1)C(=O)N1CCOCC1 | 0.92 | 10 | 1.1 | 14 | 5 | 8 | 8 | -10 | 0
C/C(=N\NC(=O)CC1N=C(Cc2ccccc2)NNC1=O)c1ccc(Br)cc1 (centres undefined) | 0.9 | -14 | 1 | 3 | -2 | 11 | 10 | -1 | 7
COC(=O)/C(=C/N(C)C)C(=O)N1CCN(c2ccc(Cl)c(Cl)c2)CC1 | 0.97 | 6 | 1.1 | 8 | -3 | 18 | 3 | -12 | 26
c1ccc(Nc2c3c(nc4ncnn24)CCC3)cc1 | 1.1 | -5 | 1 | -18 | -17 | 16 | -5 | 0 | 3
COCCOC(=O)c1c(C)oc2ccc(NS(=O)(=O)c3ccccc3)cc12 | 1 | -29 | 0.96 | 16 | -4 | 28 | -2 | 4 | 9
O=C(NCCN1CCOCC1)c1ccc([N+](=O)[O-])cc1[N+](=O)[O-] | 0.95 | -14 | 1.2 | 18 | 2 | 8 | 5 | -25 | -14

Compound profiles, from the list above:
O=C(NCC1(c2ccccc2)CCCC1)C(=O)N1CCOCC1 reads mIAP activ = 0.92; ATG4B inh = 10; hIAP act = 1.1; TIM10 inh = 14; Apaf-1 inh = 5; tim10-1 inh = 8; mIAP inh = 8; hIAP block = -10; NLRP3 yeast inh = 0
COCCOC(=O)c1c(C)oc2ccc(NS(=O)(=O)c3ccccc3)cc12 reads mIAP activ = 1; ATG4B inh = -29; hIAP act = 0.96; TIM10 inh = 16; Apaf-1 inh = -4; tim10-1 inh = 28; mIAP inh = -2; hIAP block = 4; NLRP3 yeast inh = 9

Continuation:
SMILES | mIAP activ | ATG4B inh | hIAP act | TIM10 inh | Apaf-1 inh | tim10-1 inh | mIAP inh | hIAP block | NLRP3 yeast inh
O=C(CCNC(=O)c1ccccc1Cl)NCCc1ccc(C(F)(F)F)cc1 | 1 | -9 | 1.1 | 7 | 4 | 17 | -1 | -8 | -8
CCCCOC(=O)n1c(SCC(=O)N(C)C)nc2ccccc21 | 0.96 | 8 | 1 | -14 | -6 | 41* | 4 | -1 | 14
C=CCn1c(O)c(N=NC(=O)OC(C)(C)C)c2ccccc21 | 0.95 | 3 | 0.89 | 2 | 2 | 12 | 5 | 11 | 12
CCCCCCOC(=O)C1=C(C)NC(=O)NC1c1ccc(O)cc1 (centres undefined) | 1.1 | -4 | 1 | -2 | 7 | 5 | -6 | -1 | -1
CN1CCN(C(=O)C2CCCN(c3ncnc4c3nc3n4CCCCC3)C2)CC1 (centres undefined) | 1 | -1 | 1.2 | -6 | -11 | 7 | 0 | -24 | 1
COc1ccc(Cl)cc1C(=O)Nc1ccc2c(c1)OCO2 | 1.1 | -8 | 1.1 | 18 | 14 | 46* | -6 | -9 | 24
COc1ccc(CCC(=O)Nc2cccc(S(=O)(=O)N3CCOCC3)c2)cc1OC | 1 | -10 | 1 | 2 | 4 | -6 | -1 | -4 | -7
Cc1ccc2c(Cl)cc(Cl)c(OCC(=O)NC(=O)NCc3ccco3)c2n1 | 0.99 | -22 | 1.2 | 14 | 18 | 24 | 1 | -17 | 3
CCOC(=O)/C(C#N)=C/c1cn(CCC(=O)O)nc1-c1cccc(Cl)c1 | 1.1 | -8 | 0.88 | 7 | -7 | 3 | -6 | 12 | 15
COC(=O)c1ccc(/C=N\N2CCN(c3ccccc3)CC2)cc1 | 0.97 | -4 | 0.81 | -4 | 7 | 2 | 3 | 19 | 17
COc1ccc(Nc2ncc(C(=O)N3CCC(C(N)=O)CC3)c3ccccc23)cc1 | 0.94 | -12 | 0.96 | -6 | 6 | 12 | 6 | 4 | -2
CCC1CCCCN1c1nc(-c2cccc(OC)c2O)nc2ccccc12 (centres undefined) | 0.93 | 1 | 0.84 | 8 | 19 | 22 | 7 | 16 | 1
O=C(Nc1nccs1)c1cc(-c2ccncc2)nc2ccccc12 | 0.98 | -7 | 0.87 | -12 | 10 | 19 | 2 | 13 | -3
Cc1cc(C)c2cc(C#N)c(SCC(=O)NCC3CCCO3)nc2c1 (centres undefined) | 1.1 | -8 | 0.96 | -4 | 2 | 17 | -7 | 4 | 14
Cc1cccc(NC(=O)Cn2cnc3sc(C)c(S(=O)(=O)N4CCC(C)CC4)c3c2=O)n1 | 0.99 | -20 | 1.2 | -15 | 12 | 14 | 1 | -21 | -7
CCOc1cc(/C=N/NC(=O)C(=O)N2CCCC2)ccc1O | 0.89 | -3 | 0.89 | 4 | -3 | 7 | 11 | 11 | -25
COc1cccc(-n2c(Cc3cc(=O)[nH]c(=O)[nH]3)nnc2SCC(=O)N2CCCCC2)c1 | 0.95 | 5 | 1.1 | -5 | -6 | 0 | 5 | -6 | -5
COc1cc(C2C3=C(CCCC3=O)Nc3c2c(C)nn3-c2cccc(C)c2)cc(OC)c1O (centres undefined) | 0.94 | 2 | 0.97 | 19 | 2 | 6 | 6 | 3 | -6
COc1ccc(-n2nc(C(=O)O)c3ccccc3c2=O)cc1 | 1 | -5 | 0.99 | -6 | -11 | 11 | 0 | 1 | 8
Cc1ccccc1CN1N=C(/C=C/c2ccccc2)CCC1=O | 1 | 18 | 0.96 | -26 | 32 | 4 | -2 | 4 | 33
O=C1c2ccccc2C2=Nc3ccccc3SC(c3cccc(F)c3)C12 (centres undefined) | 0.77 | 26 | 0.84 | 33 | 4 | 21 | 24 | 16 | -10
NC(=O)C(c1ccc(Sc2ccccc2)nn1)c1ccc(Cl)cc1Cl (centres undefined) | 1.1 | -3 | 1 | 2 | 19 | 16 | -8 | 0 | 16
